MLLE-PAM2 inh: inhibitors of PABP1 MLLE–PAM2 peptide binding, primary screen, biochemical, fluorescence polarization, FITC-PAM2, GST-MLLE; inhibition, % at 20 µM; actives 0.36% (n = 360,000); in the data active means inhibition above about 35%, passing the limit was not always enough;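 further: plate controls were DMSO wells with GST-MLLE for no effect and wells lacking GST-MLLE protein for full effect; some results filed as inactive read as strong as hits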
eLon inh: inhibitors of E. coli Lon protease, primary screen, biochemical, fluorescence polarization | actives 0.42% (n = 360,000) | P0A9M0 | purified E. coli Lon protease | inhibition, % at 7.94 µM; in the data active means inhibition above about 13%, passing the limit was not always enough;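 further: 0% = enzyme with probe and DMSO and 100% = no enzyme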
Target sequence (P0A9M0 whole entry, looked up): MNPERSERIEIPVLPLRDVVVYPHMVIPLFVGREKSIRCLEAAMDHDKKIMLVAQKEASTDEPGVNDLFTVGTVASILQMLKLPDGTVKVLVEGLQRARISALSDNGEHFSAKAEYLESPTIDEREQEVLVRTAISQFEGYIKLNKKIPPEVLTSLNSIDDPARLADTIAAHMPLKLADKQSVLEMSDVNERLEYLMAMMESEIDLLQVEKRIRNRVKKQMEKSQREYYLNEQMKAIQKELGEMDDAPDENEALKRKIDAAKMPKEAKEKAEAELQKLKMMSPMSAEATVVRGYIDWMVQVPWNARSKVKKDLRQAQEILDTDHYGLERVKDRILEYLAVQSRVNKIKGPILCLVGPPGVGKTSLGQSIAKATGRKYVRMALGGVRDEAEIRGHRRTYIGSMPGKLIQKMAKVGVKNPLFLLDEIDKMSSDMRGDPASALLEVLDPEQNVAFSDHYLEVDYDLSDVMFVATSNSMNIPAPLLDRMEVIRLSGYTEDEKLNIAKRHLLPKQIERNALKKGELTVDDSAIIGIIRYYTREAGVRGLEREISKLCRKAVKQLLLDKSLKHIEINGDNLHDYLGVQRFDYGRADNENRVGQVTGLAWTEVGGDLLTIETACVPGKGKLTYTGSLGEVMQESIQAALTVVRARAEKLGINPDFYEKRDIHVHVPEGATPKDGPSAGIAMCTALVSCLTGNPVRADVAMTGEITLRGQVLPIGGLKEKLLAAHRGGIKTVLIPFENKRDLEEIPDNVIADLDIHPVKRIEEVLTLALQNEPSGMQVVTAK
Rin1 Abl inh: inhibitors of Rin1-Abl protein binding, primary screen, biochemical, TR-FRET. Tyrosine-protein kinase ABL1 (Homo sapiens) + Ras and Rab interactor 1 (Homo sapiens), …. inhibition, % at 7.35 µM. actives 0.4% (n = 360,000); in the data active means inhibition above about 5%, passing the limit was not always enough
bovine MsrA act: bovine MsrA enzyme activators, primary screen, biochemical, absorbance, HTS; actives 0.3% (n = 360,000); Methionine sulfoxide reductase A (Bos taurus); AID 602163, 2012; activation, % at 10.6 µM; purified bovine MsrA, absorbance read-out; in the data active means activation above about 7.5%;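 further: 0% = vehicle and 100% = reference activator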
SKN-1 inh: suppressors of acrylamide-induced Pgst-4::GFP reporter in worms, primary screen, SKN-1 inhibitor project, whole organism, uHTS, GFP/RFP fluorescence ratio, strain VP596. inhibition, % at 21.8 µM. C. elegans VP596 Pgst-4::GFP/RFP ratio, 24 h. actives 0.49% (n = 360,000). AID 624304, 2012;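 active means interference check ratio from 0.5 to 1.5 plus GFP to RFP signal ratio inhibition reaching or exceeding a fixed threshold, cut at about 30% in these data, passing the limit was not always enough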; further: some compounds called inactive have numbers as strong as hits
FAS TE block: FAS thioesterase domain inhibitors, primary screen, biochemical, fluorescence intensity, uHTS | actives 0.67% (n = 360,000) | recombinant FAS-TE, OMFH fluorogenic substrate, fluorescence endpoint | inhibition, % at 15 µM | Fatty acid synthase (Homo sapiens), P49327;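 active means compounds whose normalised, plate-corrected inhibition of enzyme fluorescence in the single-dose primary screen is 50% or more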;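 further: 0% = DMSO with enzyme and 100% = substrate without enzyme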
MT1-MMP act inh: blockers of MT1-MMP proenzyme processing, primary screen, HT1080 RFP-PRO-GFP cells, GFP/RFP fluorescence; Matrix metalloproteinase-14 (Homo sapiens), P50281; GFP/RFP ratio fluorescence, overnight; percent of plate control window, DMSO zero; GFP/RFP ratio change, % at 20 µM; actives 0.061% (n = 360,000); AID 651647, 2012;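 active means GFP/RFP ratio change of at least 30% with cell ATP level not reduced by more than half and red fluorescence within 50% of control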; further: strong numbers were not always called active
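Assay system: HT1080 RFP-PRO-GFP cells. Benchmarks: DMSO vehicle wells and RFP-L50D-GFP reporter cell wells. Times: overnight cell settling, then overnight compound exposure, 37 °C, 5% CO2. Compound: 20 µM single dose, 1% DMSO. Read-out basis: GFP/RFP fluorescence ratio.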
NRP1-CendR mod: modulators of CendR peptide binding to NRP-1, primary screen, biochemical, fluorescence polarization, uHTS; Neuropilin-1 (Homo sapiens), O14786; FAM-RPARPAR peptide binding to NRP-1; inhibition, % at 25 µM; actives 0.85% (n = 360,000); AID 602438, 2012;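 active means inhibition or corrected inhibition above about 18%, plus a signal ratio from 0.5 to 1.5, limit read from the data, passing the limit was not always enough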; further: strong numbers were not always called active
Neddylation inh: inhibitors of cullin neddylation, primary screen, biochemical, TR-FRET, uHTS, NAE and Ubc12. calls only at 25 µM. AID 651699, 2012. actives 0.58% (n = 360,000). NEDD8-conjugating enzyme Ubc12 (Homo sapiens) + NEDD8-activating enzyme E1 regulatory …; in the data active means inhibition above about 36%
The depositor's hits bear a star; i = inactive; . = not tested or not shown. Hits appear at their usual frequency; any-hit rate near 4%.

compound	MLLE-PAM2 inh	eLon inh	Rin1 Abl inh	bovine MsrA act	SKN-1 inh	FAS TE block	MT1-MMP act inh	NRP1-CendR mod	Neddylation inh
COc1ccc(-c2ccc3[nH]c4c(c3c2)CCN2C(=O)[C@@H]([C@H](C)O)[C@@H](N(C)C(=O)Nc3cc(Cl)cc(Cl)c3)C[C@@H]42)cc1	1.7	-7.3	-1.2	-0.7	6.2	41.0	-11.3	0.9	i
Cc1nnc(SCCCn2c(N3CCN(c4ccccc4)CC3)nc3c2c(=O)[nH]c(=O)n3C)s1	7.5	-5.6	4.5	-9.5	-25.9	3.7	6.3	15.4	i
CCCCCCC1NC(C(=O)O)CS1 (stereo not drawn)	38.0*	4.1	-0.7	-1.9	22.3	-4.1	2.3	10.0	i
COc1ccc(Cn2nnnc2CN2CCC(O)(c3ccc(F)cc3)CC2)cc1	19.1	-4.2	3.2	-5.8	-2.7	-5.2	0.4	-10.6	i
CCOc1ccc(NC(=O)N2CCC(n3c(=O)[nH]c4ccccc43)CC2)cc1	9.8	3.6	3.8	-0.5	-3.2	-2.0	-2.5	-3.3	i
COCCNC(=O)c1cc(C(=O)CC(C)C)c[nH]1	-1.8	-9.3	1.0	-6.0	-9.6	1.0	-2.0	11.0	i
CCc1ccc(N2CC(C(=O)Nc3nccs3)CC2=O)cc1 (stereo not drawn)	0.7	-6.9	0.0	-3.9	-22.1	-1.7	-0.4	2.6	i
O=C(Nc1ccc(Cl)c(S(=O)(=O)Nc2ccccc2Cl)c1)c1cccs1	6.6	4.1	3.0	1.2	10.5	19.3	-0.9	-10.5	i
N#Cc1c(N2CCOCC2)nc(N)c2c(N)nc3c(c12)CC(CCl)O3 (stereo not drawn)	-31.3	-8.9	-4.8	-1.7	-3.5	-1.5	-1.9	-16.9	.
CC(C)[C@H](NC(=O)c1c(F)cccc1F)C(=O)OCC(=O)NNC(=O)c1ccccc1	-28.5	-0.1	-4.3	-1.4	8.2	-3.2	-10.2	21.1*	i
Cc1cc(Cl)ccc1OCC(=O)N1CCN(c2ncccn2)CC1	0.7	2.4	0.7	-2.2	2.6	4.7	-2.0	-3.7	i
O=C(Cc1cccc(C(F)(F)F)c1)Nc1cccc(S(=O)(=O)N2CCCC2)c1	-15.1	-2.2	-1.1	-1.1	-2.9	18.0	0.6	5.2	i
O=C(c1cc(-c2cccc(O)c2)on1)N1CCOCC1	11.2	-5.1	-2.6	-1.4	6.2	-6.4	2.6	4.5	i
Cc1ccc(C(=O)Nc2cccc(NC(=O)c3ccc(C)o3)n2)o1	8.2	4.2	-0.7	-0.9	15.5	-4.0	-3.8	10.8	i
O=C1c2cccnc2C(=O)N1Cc1ccc(F)cc1S(=O)(=O)NCc1ccco1	3.3	2.1	0.1	-3.5	16.4	-6.0	1.0	5.8	i

Additional structures:
compound	MLLE-PAM2 inh	eLon inh	Rin1 Abl inh	bovine MsrA act	SKN-1 inh	FAS TE block	MT1-MMP act inh	NRP1-CendR mod	Neddylation inh
COc1cccc(CN(CC2CCCO2)S(=O)(=O)c2ccc(S(=O)(=O)NCC3CCCO3)cc2)c1OC (stereo not drawn)	-2.8	-3.5	1.4	-7.8	-1.7	-0.8	2.5	9.1	i
Cn1c(=O)cc(OCCCC(=O)NCCCN2CCN(Cc3ccccc3)CC2)c2ccccc21	-3.0	-14.3	3.0	-0.6	-10.4	-3.9	8.1	3.6	i
CCn1c(CSCc2ccc(Cl)cc2)n[nH]c1=S	-0.2	-1.8	0.1	-7.8	-11.6	4.9	10.0	20.6	i
COC(=O)c1ccccc1NC(=O)CSc1nnc(-c2cccc(NC(C)=O)c2)n1C	-67.8	1.7	-1.6	3.1	3.3	-8.2	2.2	11.6	i
O=C(c1c(F)cccc1F)N1CCC(O)(c2ccc(F)cc2)CC1	1.2	-1.3	-0.7	-1.8	-1.1	-0.8	-0.8	12.6	i
CSc1nc(Cl)cc(N(CCO)CCO)n1	-3.2	-8.9	-2.0	-2.8	-3.6	-7.1	-3.2	13.9	i
O=C(c1ccc([N+](=O)[O-])cc1)N1CCSC1c1cccc(Cl)c1 (stereo not drawn)	11.3	-1.0	4.9	-9.1	3.3	32.3	-3.2	7.7	i
CCC1=C(OC(=O)N(CC)CC)N2C(=O)OC(=NCCc3c[nH]c4ccccc34)[C@]2(Cc2ccccc2)[C@H]2C1=CC[C@H]1C(=O)N(CC(=O)OC)C(=O)[C@H]12	-4.5	10.1	-3.5	4.5	1.5	13.8	0.4	2.1	i
COC(=O)C1=C(O)CSC1=Nc1cccc(C(F)(F)F)c1	-0.3	-2.9	-0.4	-14.0	-11.0	-5.5	6.8	-13.2	i
CCOC(=O)c1c(C)n(-c2ccc(C)cc2)c2c(CC(C)=O)c(Br)c(OC)c(O)c12	-5.0	-3.7	3.3	-6.1	-7.7	-6.3	4.7	-0.1	i
Cc1cc(NC(=O)CCS(=O)(=O)c2nc(-c3ccccc3)cc(C(F)(F)F)n2)no1	9.7	-2.2	-1.7	-4.1	5.3	12.4	-3.1	-7.1	i
Cc1cccc(NC(=O)c2sc(Cl)nc2-c2ccccc2)c1	-10.3	-8.6	-0.7	-7.7	2.1	15.4	-0.1	3.6	i
Cc1nc([N+](=O)[O-])cn1Cc1cccc([N+](=O)[O-])c1	-11.9	-2.0	1.5	-4.4	5.5	-1.8	-2.3	17.6	i
COc1cc(/C=C/C(=O)C2C(=O)C=C(C)OC2=O)cc(OC)c1O (stereo not drawn)	-14.3	-128.3	-1.7	-2.5	-2.8	-13.1	-49.8	-6.5	i
CCCCn1c(N)c(N(CC)C(=O)c2cccc(C)c2)c(=O)[nH]c1=O	-4.3	2.4	0.2	-4.0	13.3	-0.5	0.8	0.1	i

The list continues.
compound	MLLE-PAM2 inh	eLon inh	Rin1 Abl inh	bovine MsrA act	SKN-1 inh	FAS TE block	MT1-MMP act inh	NRP1-CendR mod	Neddylation inh
CC(=O)c1cccc(NC(=O)CC2S/C(=N/N=C3CCCCCC3)NC2=O)c1 (stereo not drawn)	-13.7	-12.9	-3.0	-1.9	3.5	-2.4	-6.0	-0.8	i
O=C1CC(Nc2ccc(N3CCOCC3)cc2)C(=O)N1C1CCCCC1 (stereo not drawn)	-0.1	0.3	1.7	-1.6	26.2	-4.8	0.4	-11.9	i
Cc1cnc(CNC(=O)c2ccc3nc([C@@H]4O[C@H](CO)[C@H](O)[C@H](O)[C@H]4O)[nH]c3c2)cn1	-1.4	-5.8	-2.6	-1.5	-6.4	-4.8	2.1	16.1	i
N#Cc1ccc(CSc2ncnc3c2cnn3Cc2ccccc2)cc1	-5.4	-5.0	-5.3	-0.9	15.5	-20.9	-7.5	3.3	i
CSC(=NC#N)N1CCN(c2c(C)cccc2C)CC1	3.6	-14.1	0.8	-8.8	6.5	13.5	-0.6	8.7	i
Cc1cc(C)n(CCc2nc(-c3ccc(C(C)(C)C)cc3)cs2)n1	13.3	-0.5	0.0	9.3*	6.2	14.0	-4.4	-11.1	i
O=C(NC(=S)Nc1cccnc1)c1cccc(Cl)c1	42.6*	1.5	-2.5	-1.4	9.7	-4.3	2.1	2.9	i
Cc1ccc(NC(=O)C2CCCN(S(=O)(=O)c3ccc(-n4cnnn4)cc3)C2)cc1 (stereo not drawn)	-3.6	-11.2	1.1	-0.6	0.9	-4.3	-5.4	-5.2	i
CC(C)(C)c1ccc(-n2ncc3c2CCCC3NC(=O)CCC2=NNC(=O)CC2)cc1 (stereo not drawn)	7.8	-23.0	0.8	-3.5	8.5	-0.8	6.2	1.0	i
NC(=O)c1ccc(NC(=O)COC(=O)c2c3c(nc4ccccc24)/C(=C\c2cccs2)CCC3)cc1	-4.7	-5.1	3.3	-11.0	-1.3	3.2	3.5	2.5	i
Cc1ccc(C(=O)Nc2nc(=O)n(C(=O)c3ccccc3C)s2)cc1	-0.6	19.1*	-0.3	-4.3	8.2	-2.4	6.6	-5.8	i
Cc1nc(NC(=O)c2ccc(OCC(C)C)cc2)sc1Cc1ccc2c(c1)OCO2	14.5	5.1	-3.2	-1.5	-13.5	5.8	-2.6	-3.7	i
O=C1N=c2ccccc2=C1c1sc(=S)n(CC2CCCO2)c1O (stereo not drawn)	-10.5	-3.0	1.1	-0.6	0.7	-1.7	5.2	-2.8	i
O=C1CN(C(=O)c2ccc(F)c(S(=O)(=O)N3CCOCC3)c2)c2ccccc2N1	8.8	-3.0	-4.6	-2.9	-0.2	-5.5	-1.0	0.0	i
CSCCC(C(=O)OC1CCOC1=O)N1C(=O)c2ccccc2C1=O (stereo not drawn)	-1.2	-10.6	1.4	-3.8	-4.1	-2.9	-0.6	9.7	i

(list continues)
compound	MLLE-PAM2 inh	eLon inh	Rin1 Abl inh	bovine MsrA act	SKN-1 inh	FAS TE block	MT1-MMP act inh	NRP1-CendR mod	Neddylation inh
CC(=O)c1sc(-c2ccc(Cl)cc2)nc1C	-18.2	4.1	2.1	-4.3	2.5	5.3	-0.8	14.7	i
O=C(CCN1CCN(S(=O)(=O)c2cccc([N+](=O)[O-])c2)CC1)Nc1ccccc1F	2.3	1.1	0.4	-0.8	-4.5	7.4	-3.2	1.8	i
O=S(=O)(c1ccc(Nc2ccc(-c3ccc4c(c3)OCCO4)nn2)cc1)N1CCCC1	-4.2	-2.1	3.9	-9.8	-13.4	16.8	0.0	15.8	i
CC(C)C(NS(=O)(=O)c1ccc2c(c1)OCCCO2)C(=O)O (stereo not drawn)	21.6	7.9	4.9	-11.5	-6.1	-20.9	4.1	7.6	i
O=C(NCC(c1cccs1)N1CCOCC1)c1ccc([N+](=O)[O-])cc1 (stereo not drawn)	-6.2	0.7	-1.9	-1.8	-17.6	-5.6	-3.6	-1.0	i
Cc1sc(N/N=C/c2cccnc2)nc1-c1ccc(Cl)cc1	11.4	-7.5	3.3	0.9	35.3*	-7.0	-1.8	1.1	i
O=C(Nc1ccc2oc(-c3cccnc3)nc2c1)c1cc2ccccc2o1	-4.7	-13.7	2.5	-6.3	15.2	3.3	-1.1	-11.0	i
Cc1cc(OCC(=O)N(C)C2CCCCC2)ccc1Cl	15.2	-7.7	2.1	-0.6	5.4	4.8	-0.5	9.7	i
CC(CCc1ccccc1)NC(=O)CC(C)c1ccccc1 (stereo not drawn)	6.1	3.0	1.6	-1.2	14.7	2.0	-4.1	9.9	i
COc1cc(C(=O)Nc2ccccc2N2CCOCC2)ccc1OCC(=O)N1CCOCC1	-11.9	5.5	4.3	-6.7	2.4	-3.1	-1.7	7.0	i
c1ccc(-c2ccc(SCc3cccnc3)nn2)nc1	20.0	1.0	-1.9	-3.6	2.6	-5.6	1.5	-5.5	i
CCOC(=O)NCN1C(=O)C2C3C=CC(C3)C2C1=O (stereo not drawn)	-8.5	-0.7	-1.5	0.6	4.4	-7.1	1.7	8.3	i

Retrieved by structure from the entries so far, two records:
compound	MLLE-PAM2 inh	eLon inh	Rin1 Abl inh	bovine MsrA act	SKN-1 inh	FAS TE block	MT1-MMP act inh	NRP1-CendR mod	Neddylation inh
CC(=O)c1sc(-c2ccc(Cl)cc2)nc1C	-18.2	4.1	2.1	-4.3	2.5	5.3	-0.8	14.7	i
O=C(NCC(c1cccs1)N1CCOCC1)c1ccc([N+](=O)[O-])cc1 (stereo not drawn)	-6.2	0.7	-1.9	-1.8	-17.6	-5.6	-3.6	-1.0	i

Assay outcomes: PubChem, several laboratories
